PAX8 reporter: lowers PAX8-driven luciferase in RMG-I cells. RMG-I TPO-luciferase reporter, SteadyGlo, 24 h. inhibition, % at 12.6 µM. actives 1.2% (n = 360,000);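 active = mean replicate inhibition at least 60% with every replicate also reaching 60%; inconclusive = only one of the two criteria is met; inactive = mean below 60% and not all replicates reaching 60%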;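 also: luciferase light reporting Pax8 driven TPO promoter activity; plate controls were median of neutral control wells for no effect and mitoxantrone controls for full effect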
ARNT TACC3 PPI: disrupts binding between human ARNT and TACC3; Q9Y6A5; AlphaScreen His-ARNT PAS-B/GST-TACC3 binding, luminescence; TACC3 fragment carries E629A point mutation; inhibition, % at 9.99 µM; actives 0.66% (n = 390,000);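 active = mean inhibition of replicates at least 50% and at least half of replicates each reaching 50%; inconclusive = half or more replicates reach 50% but mean below 50%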;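 also: 0% = complete ARNT plus TACC3 wells and 100% = ARNT alone without TACC3; many hits fall short of the cut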
LGR2 inh: Drosophila LGR2 receptor signaling inhibition; HEK293 LGR2, CRE-luciferase, bursicon-stimulated, 4 h; inhibition, % at 9.99 µM; actives 0.35% (n = 380,000); AID 720647;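 active = drop in luminescence signal, shown as inhibition above about 50% in the replicate tests, limit read from the data, passing the limit was not always enough; inconclusive = probably only some replicates passing the limit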;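 also: agonist challenge used bursicon conditioned medium at about half maximal strength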
DENV2 CPE: protects cells from dengue virus 2 cytopathic effect. DENV2-infected cells, cytopathic effect rescue, plate reader. CPE inhibition, % at 9.99 µM. actives 1.7% (n = 350,000). AID 651640; in the data active = CPE inhibition above about 20%, passing the limit was not always enough; inconclusive = no clear call, values can overlap the other calls; tested in BHK-21 cells;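 also: 0% = median of neutral control wells and 100% = median of positive control wells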
SIRT5 block: blocks human SIRT5 desuccinylation of peptide; Q9NXA8; Purified SirT5, succinyl-peptide AMC, trypsin-coupled fluorescence; inhibition, % at 15 µM; actives 1.1% (n = 330,000); AID 652115; in the data active = inhibition above about 15%; inconclusive = no clear call, values can overlap the other calls
Target sequence (Q9NXA8 whole entry, looked up): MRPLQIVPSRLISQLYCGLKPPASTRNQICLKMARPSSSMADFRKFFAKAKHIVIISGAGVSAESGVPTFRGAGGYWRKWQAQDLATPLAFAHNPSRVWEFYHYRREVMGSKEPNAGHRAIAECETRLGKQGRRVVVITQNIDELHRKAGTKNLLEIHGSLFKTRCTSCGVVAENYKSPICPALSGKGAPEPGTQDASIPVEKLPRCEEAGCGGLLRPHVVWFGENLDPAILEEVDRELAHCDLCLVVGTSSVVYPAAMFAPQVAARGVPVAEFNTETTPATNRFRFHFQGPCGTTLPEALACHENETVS
Casp6 inh: caspase-6 (human) enzyme inhibition; purified caspase-6, Z-VEID-R110 cleavage fluorescence; P55212; inhibition, % at 12.5 µM; actives 0.53% (n = 350,000); AID 686996;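 active = mean inhibition across replicates at least about 35%, with every replicate also reaching that limit, limit read from the data; inconclusive = only one of the two criteria met; inactive = neither criterion met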;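 also: 0% = median of neutral control wells and 100% = no fluorescence left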
Target sequence (P55212 24-179 limits assumed): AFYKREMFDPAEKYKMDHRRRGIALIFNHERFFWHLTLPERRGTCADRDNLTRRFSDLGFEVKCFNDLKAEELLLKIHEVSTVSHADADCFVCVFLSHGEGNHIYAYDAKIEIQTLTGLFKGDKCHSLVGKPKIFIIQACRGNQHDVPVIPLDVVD
Target sequence (P55212 194-293 limits assumed): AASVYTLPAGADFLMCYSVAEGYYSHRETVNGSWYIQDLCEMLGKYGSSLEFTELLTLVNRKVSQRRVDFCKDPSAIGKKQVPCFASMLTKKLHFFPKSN
EWS-Fli inh: blocks EWS/Fli oncoprotein-driven transcription; AID 651661; actives 0.67% (n = 350,000); inhibition, % at 12.6 µM; A673 NR0B1-luciferase reporter, viability-normalised;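 active = mean inhibition of at least 50% after viability correction, with every replicate also passing that limit; inconclusive = mean reaches 50% but only one of two replicates passes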;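 also: firefly luciferase signal divided by Alamar Blue viability fluorescence both relative to DMSO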
Numbers without * were called inactive; & = joins results of further samples; ! = repeats disagree.

For CCc1ccc(NS(=O)(=O)c2ccc3[nH]cc(C(=O)N4CCc5ccccc54)c(=O)c3c2)cc1 the results were PAX8 reporter -30, ARNT TACC3 PPI -10 and LGR2 inh -18.
CN(Cc1cccc(F)c1)C(=O)C1CC(=O)N(Cc2ccco2)C1 (stereo not given) was read as PAX8 reporter -10, LGR2 inh 9, DENV2 CPE inconclusive, Casp6 inh 0 and EWS-Fli inh -9.
Cc1ccc(S(=O)(=O)Nc2ccc(Nc3nccn4c(-c5cccc(OC(F)(F)F)c5)cnc34)cc2)cc1 was read as PAX8 reporter 38, LGR2 inh 4, DENV2 CPE -7, SIRT5 block -2, Casp6 inh 0 and EWS-Fli inh 10.
`Cc1ccccc1NC(=O)CSc1nc2[nH]c(=O)cc(O)c2s1` gave PAX8 reporter -15, ARNT TACC3 PPI 4, LGR2 inh -9, DENV2 CPE -3, SIRT5 block 4, Casp6 inh 10 and EWS-Fli inh 1.
`COCC(=O)N[C@@H]1CC[C@@H](CC(=O)N2CCCCC2)O[C@@H]1CO` gave PAX8 reporter 7, ARNT TACC3 PPI 0, LGR2 inh 25, DENV2 CPE inconclusive, SIRT5 block -1, Casp6 inh 2 and EWS-Fli inh 11.
Cc1c(OC(C)C(=O)NCC2CCC(C(=O)O)CC2)ccc2c3c(c(=O)oc12)CCCC3 (stereo not given) was read as PAX8 reporter 4, ARNT TACC3 PPI -1, LGR2 inh 5, DENV2 CPE -5, SIRT5 block -16 and Casp6 inh 1.
Screening CCOC(=O)CNC(=O)c1cc(-c2ccccn2)nc2c(C)c(Cl)ccc12 returned PAX8 reporter 15, ARNT TACC3 PPI 4, LGR2 inh -8, DENV2 CPE 4, SIRT5 block 0, Casp6 inh -3 and EWS-Fli inh 7.
Screening CCOc1ccc(OCC(O)CN2CCc3ccccc3C2)cc1 (stereo not given) returned PAX8 reporter 3, ARNT TACC3 PPI 34, LGR2 inh -9, DENV2 CPE 6, SIRT5 block -1, Casp6 inh -4 and EWS-Fli inh -5.
Cc1[nH]n(-c2ccc(Br)cc2)c(=O)c1/C=N/NC(=O)c1ccccc1 was read as PAX8 reporter 11, ARNT TACC3 PPI 27, LGR2 inh -6, DENV2 CPE 19, SIRT5 block -1, Casp6 inh -2 and EWS-Fli inh -37.
CCN1CCN(CC2COc3ccccc3O2)CC1 (stereo not given) was read as PAX8 reporter 31, ARNT TACC3 PPI 7, LGR2 inh -11, DENV2 CPE -3, SIRT5 block -3, Casp6 inh -9 and EWS-Fli inh 9.
Screening O=C(C[C@@H]1CC[C@@H]2[C@H](COC[C@@H](O)CN2C(=O)Nc2cccc(Cl)c2)O1)NCc1ccccc1F returned PAX8 reporter -6, ARNT TACC3 PPI -11, LGR2 inh -23, DENV2 CPE -1, SIRT5 block -2, Casp6 inh -2 and EWS-Fli inh -13.
`COc1ccc(S(=O)(=O)N(C)C[C@H]2Oc3ccc(NS(=O)(=O)c4cccs4)cc3CC(=O)N([C@H](C)CO)C[C@H]2C)cc1` gave PAX8 reporter -4, ARNT TACC3 PPI 1&3, LGR2 inh -23&4, DENV2 CPE 3, SIRT5 block -1&-1, Casp6 inh 0&4 and EWS-Fli inh -7&6.
COc1cc(-c2cnc3c(NC(C)=O)cc(-c4ccccc4CN(C)C)cn23)cc(OC)c1OC was read as PAX8 reporter 35, LGR2 inh 6, DENV2 CPE 25*, Casp6 inh 4 and EWS-Fli inh 4.
For C[C@H](CO)N1C[C@H](C)[C@H](CN(C)C(=O)Nc2cccc(F)c2)Oc2cc(Br)ccc2S1(=O)=O the results were PAX8 reporter -3, ARNT TACC3 PPI 16, LGR2 inh -8&-10, DENV2 CPE -1&-10, SIRT5 block 0&-7, Casp6 inh 1&-1 and EWS-Fli inh 10&-1.
`COC(=O)c1cc(=O)n(-c2c(Cl)cc(C(F)(F)F)cc2Cl)[nH]1` gave PAX8 reporter 6, ARNT TACC3 PPI -2, LGR2 inh -18, DENV2 CPE 5, SIRT5 block -1, Casp6 inh 5 and EWS-Fli inh 5.
`COCCNC(=O)c1onc(CSc2cc(C)ccc2C)c1C(=O)O` gave PAX8 reporter 0, ARNT TACC3 PPI -10, LGR2 inh 17, DENV2 CPE -7, Casp6 inh -7 and EWS-Fli inh -5.
Cn1c(-c2ccccc2[N+](=O)[O-])[n+](C)c2ccccc21 was read as PAX8 reporter -4, ARNT TACC3 PPI -2, LGR2 inh -2, DENV2 CPE 3, Casp6 inh -4 and EWS-Fli inh -1.
Screening O=C(c1ccccn1)N1C[C@H]2[C@@H](c3ccccc31)[C@H](CO)N2C(=O)Nc1ccccc1 returned PAX8 reporter 1, ARNT TACC3 PPI 6, LGR2 inh -1, DENV2 CPE inconclusive, SIRT5 block -2, Casp6 inh -2 and EWS-Fli inh 6.
`CSCCC(C(=O)NC(C)(C)C)n1c(-c2cccc(NC(C)=O)c2)nc2ccccc21` (stereo not given) gave PAX8 reporter -24, LGR2 inh -28, DENV2 CPE 6, Casp6 inh -1 and EWS-Fli inh -25.
`O=c1[nH]c(C2CCCN(S(=O)(=O)c3ccc(F)cc3)C2)nc2c1nnn2Cc1ccccc1` (stereo not given) gave ARNT TACC3 PPI -4, LGR2 inh -2, DENV2 CPE -3, SIRT5 block 1, Casp6 inh 7 and EWS-Fli inh 5.
Cc1ccc(Cn2cc(CN(C)C3CN(Cc4cn(Cc5ccc(C)cc5)nn4)S(=O)(=O)C3)nn2)cc1 (stereo not given) was read as PAX8 reporter 19, LGR2 inh -11, DENV2 CPE 1, SIRT5 block -8, Casp6 inh 0 and EWS-Fli inh 2.
Screening CN(CC(=O)Nc1ccc(F)cc1)S(=O)(=O)c1ccc2c(c1)c(=O)n(C)c(=O)n2C returned PAX8 reporter 5, ARNT TACC3 PPI -8, LGR2 inh 3, DENV2 CPE 2, SIRT5 block 1, Casp6 inh 2 and EWS-Fli inh 6.
For COCC(=O)N1[C@H](C#N)[C@H](c2ccccc2-c2cccc(F)c2)[C@@H]1CO the results were PAX8 reporter -11, LGR2 inh -2, DENV2 CPE 9, SIRT5 block 2, Casp6 inh 1 and EWS-Fli inh -5.
Screening CCC(=O)NC(=S)Nc1ccc(-c2nc3ccc(C)cc3s2)cc1 returned PAX8 reporter -90, ARNT TACC3 PPI -5 and LGR2 inh 8.
Screening C[C@@H]1CCCCO[C@H](CN(C)C(=O)CCCN(C)C)[C@H](C)CN([C@H](C)CO)C(=O)c2cc(NC(=O)CCC(F)(F)F)ccc2O1 returned PAX8 reporter -14, ARNT TACC3 PPI -5, LGR2 inh 10, DENV2 CPE 0, SIRT5 block 5, Casp6 inh 1 and EWS-Fli inh -8.
`O=C(O)C1CCC(CNS(=O)(=O)c2ccccc2)CC1` (stereo not given) gave PAX8 reporter 12, ARNT TACC3 PPI 13, LGR2 inh -7, DENV2 CPE 4, SIRT5 block -6, Casp6 inh -1 and EWS-Fli inh 8.
`Cc1ccc(C(=O)NCC(=O)NCC(c2cccs2)N2CCOCC2)cc1` (stereo not given) gave PAX8 reporter 0, ARNT TACC3 PPI -4, LGR2 inh 7, DENV2 CPE -4, SIRT5 block -9, Casp6 inh -129 and EWS-Fli inh 0.
CCCCOc1ccc(S(=O)(=O)N2CCCCC2)cc1 was read as PAX8 reporter -1, ARNT TACC3 PPI -7, LGR2 inh 9, DENV2 CPE 11, SIRT5 block 0, Casp6 inh 0 and EWS-Fli inh 12.
For O=S(=O)(c1ccc(F)cc1)N1CC[C@H]2[C@H](CO)Nc3ccc(Br)cc3[C@H]21 the results were PAX8 reporter -15, ARNT TACC3 PPI -5, LGR2 inh -1, DENV2 CPE 14, SIRT5 block 5, Casp6 inh 2 and EWS-Fli inh 3.
For COCC#Cc1ccc([C@@H]2[C@@H](CO)N3CCCCN(C(=O)NC4CCCC4)C[C@@H]23)cc1 the results were PAX8 reporter -4, ARNT TACC3 PPI -1, LGR2 inh -5, DENV2 CPE -6, SIRT5 block -2, Casp6 inh 2 and EWS-Fli inh -10.

Three entries picked at random from the list so far:
For COCC#Cc1ccc([C@@H]2[C@@H](CO)N3CCCCN(C(=O)NC4CCCC4)C[C@@H]23)cc1 the results were PAX8 reporter -4, ARNT TACC3 PPI -1, LGR2 inh -5, DENV2 CPE -6, SIRT5 block -2, Casp6 inh 2 and EWS-Fli inh -10.
`O=C(O)C1CCC(CNS(=O)(=O)c2ccccc2)CC1` (stereo not given) gave PAX8 reporter 12, ARNT TACC3 PPI 13, LGR2 inh -7, DENV2 CPE 4, SIRT5 block -6, Casp6 inh -1 and EWS-Fli inh 8.
Screening CCC(=O)NC(=S)Nc1ccc(-c2nc3ccc(C)cc3s2)cc1 returned PAX8 reporter -90, ARNT TACC3 PPI -5 and LGR2 inh 8.

Next section
Screening COc1ccc(N2CCN(C(=O)C(=O)c3cn(CC(=O)N4CCCCCC4)c4ccccc34)CC2)cc1 returned PAX8 reporter -5, ARNT TACC3 PPI 9, LGR2 inh -8, DENV2 CPE 0, SIRT5 block -7 and Casp6 inh 0.
For CCOC(=O)C1(CCOc2ccccc2)CCN(Cc2ccc(OCC)c(CO)c2)CC1 the results were PAX8 reporter 0, ARNT TACC3 PPI 8, LGR2 inh 1, DENV2 CPE -12, SIRT5 block -1, Casp6 inh -2 and EWS-Fli inh 31.
Screening COc1ccccc1NC(=O)CCS(=O)(=O)c1ccc2c(c1)oc(=O)n2C returned PAX8 reporter 8, ARNT TACC3 PPI -26, LGR2 inh 11, DENV2 CPE -1, SIRT5 block -2, Casp6 inh 7 and EWS-Fli inh -2.
For C[C@@H]1CN([C@@H](C)CO)C(=O)c2cc(-c3ccccc3F)cnc2O[C@@H]1CN(C)C(=O)C1CCC1 the results were ARNT TACC3 PPI 2, LGR2 inh -1, DENV2 CPE 3, SIRT5 block 0, Casp6 inh -2 and EWS-Fli inh -8.
C[C@H](CO)N1C[C@H](C)[C@@H](CN(C)S(=O)(=O)c2ccc(-c3ccccc3)cc2)OCc2cn(nn2)CCCC1=O was read as PAX8 reporter 76*!, ARNT TACC3 PPI -1&0, LGR2 inh -16&2, DENV2 CPE 5&7&0, SIRT5 block 2&-4&-3, Casp6 inh 0&0&-2 and EWS-Fli inh 10&12&7.
COc1cc(-c2cc(-c3ccc(N)cc3)[nH]c(=O)c2C#N)cc(OC)c1OC was read as PAX8 reporter 12, ARNT TACC3 PPI -20, LGR2 inh -1, DENV2 CPE -1, SIRT5 block 1, Casp6 inh -2 and EWS-Fli inh 17.
`CN(Cc1ccccc1)C(=O)C1CCCN1S(=O)(=O)c1ccc2c(c1)n(C)c(=O)c(=O)n2C` (stereo not given) gave PAX8 reporter 5, ARNT TACC3 PPI -25, LGR2 inh -3, DENV2 CPE 1, SIRT5 block -2, Casp6 inh -1 and EWS-Fli inh 5.
`O=C(Nc1ccccc1Cc1ccccc1)c1ccccc1F` gave PAX8 reporter 8, ARNT TACC3 PPI 6, LGR2 inh -24, DENV2 CPE -6, SIRT5 block -4, Casp6 inh 1 and EWS-Fli inh -1.
For COc1ccc2c3c([nH]c2c1)[C@@H](CO)N(C(=O)c1ccc(F)cc1)CC31CN(Cc2cccnc2)C1 the results were LGR2 inh -10, DENV2 CPE 7, SIRT5 block 2, Casp6 inh -1 and EWS-Fli inh -8.
Screening C[C@@H]1CN([C@H](C)CO)C(=O)Cc2cc(NC(=O)Nc3ccccc3)ccc2O[C@@H]1CN(C)C(=O)Nc1cccc2ccccc12 returned ARNT TACC3 PPI 3, LGR2 inh 4, DENV2 CPE -3, SIRT5 block 2, Casp6 inh 0 and EWS-Fli inh 9.
For CC(C)NC(=O)N(C)C[C@@H]1OCc2cnnn2CCCC(=O)N([C@H](C)CO)C[C@H]1C the results were PAX8 reporter -18&-14, ARNT TACC3 PPI -11&2, LGR2 inh -8&-3, DENV2 CPE 1&13&0, SIRT5 block 0&-1&-1, Casp6 inh -1&-2&-1 and EWS-Fli inh 4&-4&-2.
`CC(C)[C@H](NC(=O)c1ccccc1)C(=O)NC1=NCCS1` gave PAX8 reporter 8, ARNT TACC3 PPI -5, LGR2 inh 13, DENV2 CPE 10, Casp6 inh 1 and EWS-Fli inh 1.

Source: PubChem (Broad Institute)
